# M1 ag: agonists of M1 muscarinic receptor; 64,000 tested, 3% active; B-score at 10 µM; CHO-M1 cells, Fluo-4 calcium fluorescence, agonist mode; stronger effect = higher value; AID 626;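 active means fluorescence rise, raw or as B-score row- and column-corrected plate score, outside the 99.7% band of its plate's samples, either direction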
# Jurkat tox 60K: cytotoxic compounds reducing Jurkat cell viability | inhibition, % at 4 µM | Jurkat E6.1 viability, ATP luminescence, 48 h | 56,000 tested, 1.2% active;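 active means inhibition above the mean inhibition of all tested compounds plus 3 SD, cut at about 28% in these data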
# M1 antagonist: M1 muscarinic receptor (rat) antagonism; P08482; CHO-M1 cells, Fluo-4 calcium, ACh EC80 antagonist mode; stronger effect = lower value; B-score at 10 µM; 64,000 tested, 3.4% active; AID 628;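 active means calcium fluorescence response, raw or row-and-column corrected B-score, differing from the plate sample mean either way at a set confidence level, mostly lower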
# Target sequence (P08482 whole entry, looked up): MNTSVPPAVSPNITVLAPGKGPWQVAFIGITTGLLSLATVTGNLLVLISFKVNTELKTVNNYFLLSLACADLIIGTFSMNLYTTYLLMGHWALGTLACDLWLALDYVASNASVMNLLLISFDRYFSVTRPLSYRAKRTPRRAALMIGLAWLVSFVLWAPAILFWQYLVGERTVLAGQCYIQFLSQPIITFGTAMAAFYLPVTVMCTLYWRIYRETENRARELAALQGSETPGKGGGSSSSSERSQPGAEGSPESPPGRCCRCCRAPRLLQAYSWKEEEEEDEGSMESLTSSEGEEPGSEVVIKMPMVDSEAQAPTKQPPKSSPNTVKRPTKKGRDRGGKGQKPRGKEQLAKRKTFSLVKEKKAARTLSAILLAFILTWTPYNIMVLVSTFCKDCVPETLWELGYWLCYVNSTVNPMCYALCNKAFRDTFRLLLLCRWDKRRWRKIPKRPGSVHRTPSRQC
# S1P3 ag: S1P3 (human) receptor agonism. S1P3 NFAT-BLA reporter cells, FRET ratio; relative to 1 µM S1P, basal subtracted. activation, % at 4.5 µM. Q99500. 60,000 tested, 0.1% active;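 active means activation above the screen-wide mean plus 3 SD, cut at about 4.5% in these data, passing the limit was not always enough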; further: some compounds called inactive have numbers as strong as hits
# Target sequence (Q99500 whole entry, looked up): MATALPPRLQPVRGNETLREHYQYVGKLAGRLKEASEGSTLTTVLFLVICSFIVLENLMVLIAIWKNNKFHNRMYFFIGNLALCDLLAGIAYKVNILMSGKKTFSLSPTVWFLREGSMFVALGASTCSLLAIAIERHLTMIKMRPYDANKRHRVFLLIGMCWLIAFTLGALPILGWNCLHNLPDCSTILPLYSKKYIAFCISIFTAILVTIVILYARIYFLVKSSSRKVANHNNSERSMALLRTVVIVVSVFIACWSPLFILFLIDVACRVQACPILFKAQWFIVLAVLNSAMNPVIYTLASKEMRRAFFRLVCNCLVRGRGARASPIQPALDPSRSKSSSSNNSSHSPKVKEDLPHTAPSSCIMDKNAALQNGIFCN
#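 material = human S1P3 NFAT-BLA reporter CHO cells | schedule = 4 h compound at 37 °C, 2 h substrate at RT | measured by = fluorescent BLA substrate, ex 405 nm, em 460/535 nm ratio | controls = 1 µM S1P reference | replication = primary once, confirmation triplicate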
# HTR1E agonist: agonists of human 5-HT1E serotonin receptor; P28566; activation, % at 6 µM; 65,000 tested, 0.69% active; CHO 5-HT1E Ga15 NFAT-bla reporter, FRET; 0% DMSO wells, 100% control agonist wells;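 active means activation above a set limit, the screen-wide mean activation plus 3 SD, cut at about 8.5% in these data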;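 further: 100% = positive control agonist at 1 µM giving full maximal response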
# HEK293 NFkB inh: inhibitors of the PMA/ionomycin-induced NF-kB reporter in HEK293 cells; HEK-293 NF-kB luciferase reporter, luminescence; inhibition, % at 3 µM; 62,000 tested, 0.21% active;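 active means inhibition above the mean of all tested compounds plus 3 SD, cut at about 40% in these data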;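 further: 0% = stimulated DMSO wells and 100% = 10 µM reference inhibitor 5653914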
#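 Timing: 1 h pretreatment, 16 h stimulation, 37 °C; system: HEK-293 cells with stable firefly luciferase reporter driven by four HIV NF-kB elements; doses: 3 µM once, 0.30% DMSO; measured by: luciferase luminescence; control set: DMSO and 10 µM reference inhibitor; repeats: single test; reagent: PMA plus ionomycin mix as NF-kB-activating stimulus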
# HER2 expr 66K: Her2 kinase expression inhibition; SKBR-3 HER2 protein level, AlphaScreen, 18-24 h; stronger effect = lower value; 65,000 tested, 0.69% active; HER2 level % of control, % at 10 µM;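 active means HER2 level under 5% of the carrier-only control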;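 further: 100% = DMSO carrier and 0% = 500 nM PU-H71 HSP90 inhibitor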
# S1P1 ag pot: activates or potentiates agonism at human S1P1 receptor | P21453 | S1P1 CRE-bla cells, forskolin, beta-lactamase FRET, potentiator mode; S1P1 agonist co-added at EC20, 2 nM; 100% = saturating reference agonist, 0% = basal | activation, % at 9.5 µM | 56,000 tested, 0.57% active | AID 449;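 active means activation above a cutoff set at the mean activation of all tested compounds plus 3 SD, cut at about 54% in these data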;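 further: forskolin at 4 µM as EC80 and the EC20 agonist is SEW2871; 100% = SEW2871 at its EC100 plus forskolin at EC80; some compounds past the cut are filed as inactive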
# HTR1E antagonist: 5-HT1E (human) receptor antagonism; 65,000 tested, 0.99% active; AID 571; P28566; CHO 5-HT1E Ga15 NFAT-bla reporter, FRET, antagonist; inhibition, % at 6 µM;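 active means inhibition above a set limit, the mean inhibition across every tested compound plus 3 SD, cut at about 29% in these data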;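 further: signal is the 460 over 535 nm emission ratio of beta-lactamase substrate; 0% = agonist plus DMSO wells and 100% = wells without agonist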
# Active calls of the source: *; . = not tested or not shown. Hits appear at their usual frequency; about 9.2% have a hit in one of these screens.
SMILES,M1 ag,Jurkat tox 60K,M1 antagonist,S1P3 ag,HTR1E agonist,HEK293 NFkB inh,HER2 expr 66K,S1P1 ag pot,HTR1E antagonist
CCN1CCN(c2c(Cl)cccc2NC(=O)c2ccc(Br)o2)CC1,1.1,10,-7*,-1.7,-1.2,19,68,-9,16
COc1ccc(N2CCN(C(=O)CN(c3cccc(Br)c3)S(C)(=O)=O)CC2)cc1,-0.92,-1,-0.27,-1.6,-0.1,11,128,6,-5
CC(C)CCNC(=O)C1C2C=CC3(CN(Cc4ccccc4Cl)C(=O)C13)O2 (centres undefined),0.74,-10,0.73,-0.7,0.2,20,86,-158,-2
CCC1CCCCN1CCCNC(=O)C1CCN(S(=O)(=O)N2CCCCC2)CC1 (centres undefined),0.17,-8,-0.74,-0.7,-0.3,21,104,-13,2
COc1ccc(OC)c(NC(=O)CSc2nc(C)cs2)c1,-0.46,-9,0.29,-0.5,-0.2,6,67,-15,3
Cc1ccc(-c2noc(C3CCCN(C(=O)c4ccccc4)C3)n2)o1 (centres undefined),0.14,6,0.23,-0.7,-0.6,-8,100,16,7
N#Cc1ccccc1NC(=O)c1ccccc1OCC(=O)Nc1ccc2c(c1)oc1ccccc12,-0.63,5,0.054,-1.9,-0.8,20,.,-16,-1
CCN(CC)c1ccc(/C=N/n2c(=S)[nH]nc(C)c2=O)cc1,-0.087,-1,-0.028,-1.4,0.5,10,126,1,3
Cc1nc(N2CCN(C(=O)c3ccc(Cl)cc3)CC2)c(C#N)c2c1COC(C)(C)C2,2.3,.,-0.24,-4.1,0.3,.,112,11,3
Cc1cccc(OCc2nnc(SCc3cc(=O)n4cc(Br)ccc4n3)o2)c1,2,-3,-3*,-2.8,-0.1,25,96,-5,1
COc1ccc(OC)c(NC(=O)Cn2c(CCC(=O)O)ccc2-c2cccs2)c1,0.74,-7,0.17,0.2,1.3,11,81,9,2
Cc1nn(-c2nc3ccccc3s2)c(N)c1-c1ccccc1,-0.7,8,1.3,-0.7,0.8,-45,59,95*,18
CCc1nnc(NC(=O)CSc2nnc(COc3cccc(C)c3)o2)s1,0.05,1,-0.21,0.1,0.0,3,176,13,2
COc1ccc(C2=CC(c3sccc3C)n3nnnc3N2)cc1 (centres undefined),-2,2,0.053,-0.5,1.5,0,78,-21,-4
CCOC(=O)CSC(C)C(=O)Nc1nnc(C(C)C)s1 (centres undefined),0.048,0,-0.16,-1.8,1.3,-3,92,2,-15
CC(C)[C@H](NC(=O)OC(C)(C)C)c1nnc(SCC(=O)Nc2ccc(Br)cc2)o1,0.78,15,-0.6,-1.0,0.3,19,95,61*,12
CCN(CC)S(=O)(=O)c1ccc(OCC(=O)NCc2ccccc2)cc1,-0.12,3,-0.71,-0.3,-1.0,0,131,8,-1
CCCCCC(=O)Nc1cccc(-c2nc3ncccc3o2)c1,4*,-3,-1.2,-0.3,0.4,-6,106,-5,-6
CCOc1ccc2c(c1)sc1nc(C(=O)OC)cc(=O)n12,0.059,-1,0.56,-0.4,-1.0,7,155,-4,10
COc1ccccc1CNC(=O)CCCn1c(=O)c2ccccc2n(CC(=O)NC2CCCC2)c1=O,0.011,-2,0.084,-0.2,-0.8,9,89,-9,-4
Cc1cnc(-c2nnc(N(C)C(=O)C3CCCO3)s2)cn1 (centres undefined),-1.7*,-5,-0.23,-0.1,-0.3,6,149,3,-7
Cc1ccc(-c2nnn(CC(=O)N(Cc3cccs3)C(C(=O)NC(C)(C)C)c3ccc(C)o3)n2)o1 (centres undefined),1,1,0.79,-0.8,1.7,8,42,26,-1
COc1ccccc1NC(=O)CN1C(=O)C2(OCCCO2)c2ccccc21,-0.86,-3,-0.6,0.3,-0.3,1,90,3,-4
O=C(NCC1CCNCC1)c1ccncc1,-0.0054,-3,-0.32,0.5,0.4,14,116,-23,1
Cc1ccc(CNC(=O)C2CCCCC2C(=O)O)cc1 (centres undefined),0.43,4,0.71,-0.8,0.2,16,95,-8,8
CN(CC(=O)NC1CCCCC1)S(=O)(=O)c1ccc(Cl)cc1,0.0072,5,0.34,-0.6,0.3,22,97,.,-7
Cc1cc(C)nc(N(C#N)CCOc2ccccc2)n1,-0.036,2,0.073,-0.1,0.7,9,89,.,-2
Cc1cccc(-c2nc(CS(=O)CC(=O)N3CCN(C)CC3)c(C)o2)c1 (centres undefined),-0.16,4,-0.019,0.3,0.4,0,116,-1,0
O=C(NCC(c1cccnc1)N1CCN(c2ccccc2)CC1)c1ccco1 (centres undefined),-0.33,-1,0.39,-0.2,-0.7,-2,93,-11,11
CCOC(=O)c1c(NC(=O)CN2CCOCC2)sc2c1CC(C)(C)OC2,0.74,.,-0.015,-4.3,-0.3,.,74,-13,-3
CCn1cc(C2=NOC(C(=O)Nc3ccccc3C(=O)OC)C2)c(C)n1 (centres undefined),0.54,0,-0.19,-0.5,-1.5,8,92,2,5
COc1cccc(Nc2ncc(C(=O)O)c3ccccc23)c1,0.76,7,0.12,0.1,-0.4,4,88,-5,6
Cc1ccccc1OCC(=O)NCCN(C)C,-0.055,1,-0.0018,-1.4,0.1,7,95,-1,-6
COc1cc(-c2noc(C3CCCN(S(=O)(=O)c4cccc(Cl)c4)C3)n2)cc(OC)c1OC (centres undefined),0.78,10,0.77,-0.1,-1.7,-10,95,92*,18
COc1ccccc1Cn1nnc2c(=O)[nH]c(C3CCN(C(=O)c4ccc(F)cc4)CC3)nc21,0.0047,-7,1.7,-1.2,-0.7,20,89,6,2
Cc1cc(C)c2cc(CN(CCO)Cc3nnnn3Cc3ccc(F)cc3)c(=O)[nH]c2c1,-0.26,6,0.14,-0.8,-1.0,32,109,-9,9
O=C(Cn1cnc2c(nnn2-c2cccc(Cl)c2)c1=O)N1CCOCC1,-1.3,-5,0.33,-0.8,-0.2,10,121,0,-9
O=C(NCCCN1CCCC1)C1CCC(=O)N1C1CCCCC1 (centres undefined),0.53,-1,-0.4,0.3,-0.2,10,85,-6,0
O=C(O)CSCC(=O)Nc1ccc(S(=O)(=O)N2CCCCC2)cc1,0.87,.,0.22,-0.6,-0.1,.,72,5,-12
NCCCCCc1nnc(SCC(=O)Nc2cccc(Cl)c2)o1,0.91,3,-0.34,-0.5,-0.3,22,110,4,-6
CC1CN(C(=O)N[C@@H](Cc2ccccc2)C(=O)O)CC(C)O1 (some centres undefined),-0.055,-4,0.52,-1.5,0.1,17,107,13,-4
O=C(CSc1ncnc2c1oc1ccccc12)c1cccs1,-0.31,-15,0.21,-0.1,-0.5,-2,32,-12,7
O=C(Cc1ccc2c(c1)OCCO2)c1c(O)cc(O)cc1O,0.78,5,0.05,-0.7,0.0,10,99,19,1
CN(CC(=O)NCCc1ccccc1)S(=O)(=O)c1cccs1,0.6,0,0.61,-0.2,0.7,8,82,3,6
CCOC(=O)C1CCN(S(=O)(=O)c2cccc(-c3cn4cccc(C)c4n3)c2)CC1,2.3*,-3,-3*,-0.6,0.0,7,74,2,-4
CCCn1c(SCC(=O)c2cc(OC)ccc2OC)nnc1-c1ccco1,-1.6,-5,-0.00049,-0.1,1.2,24,110,-1,0
Cn1c(=O)c2c(nc(CN3CCN(c4ccccc4F)CC3)n2CCCc2ccccc2)n(C)c1=O,-0.0007,-2,0.58,-1.1,0.3,10,90,-19,-14
COCCNc1oc(-c2ccc(Cl)cc2)nc1C#N,-0.2,.,-0.34,-2.6,0.5,.,121,1,-5
Cc1cc(C)nc(SCc2cccc(C(=O)O)c2)n1,-0.16,1,-0.21,0.2,0.5,0,81,-8,-5
CN(c1ccccc1C(=O)N1CCCC1)S(C)(=O)=O,.,-2,.,-0.6,0.5,18,96,-6,5
CC(C)C(=O)Nc1ccc(-c2nc3cccnc3o2)cc1,1.2,1,-2.3,-0.4,0.4,-28,100,.,5
O=c1cc(-c2ccco2)nc(-c2cccs2)o1,-0.36,.,-0.25,-3.7,0.0,.,104,-1,-6
Cc1nnc(SCCOC(N)=O)n1C,-0.54,-1,0.058,-1.3,-0.4,22,74,-16,5
COc1ccc2oc(C)c(NC(C)=O)c2c1,0.51,-7,-0.4,-1.3,0.9,3,72,-3,-2
O=C(CSc1nnc(-c2cccs2)n1-c1ccccc1)N1CCOCC1,-0.071,-6,-0.53,-0.3,0.3,0,97,.,5
O=C(Cn1cnc2c(cnn2-c2ccc(F)cc2)c1=O)N1CCCc2ccccc21,-1.9,-1,0.48,-0.1,1.1,1,80,-1,1
CSc1nc(-c2ccco2)nn1S(C)(=O)=O,0.12,-1,0.22,-1.1,-0.8,12,87,-3,-2
O=C(/N=C1\NC(=O)C(F)(C(F)(F)F)S1)NC1CCCCC1 (centres undefined),-0.0043,-2,1.2,-0.3,0.1,14,108,4,-7
O=C(O)CCCC(=O)N1CCN(c2nc(-c3ccccc3)c3ccccc3n2)CC1,-0.023,0,1.2,0.1,0.3,13,86,-21,2
Cc1cc(C)nc(Sc2nc(C)nc3c2oc2ccccc23)n1,1.4,-2,0.17,-1.4,1.7,23,104,-3,10

# Remaining list, next part
SMILES,M1 ag,Jurkat tox 60K,M1 antagonist,S1P3 ag,HTR1E agonist,HEK293 NFkB inh,HER2 expr 66K,S1P1 ag pot,HTR1E antagonist
O=C(Cn1c(=O)c2c(ncn2Cc2ccccc2)n(Cc2ccccc2)c1=O)NC1CC1,0.61,-6,-1.7,24,0.6,12,101,-63,0
CCC1CCCCN1C(=O)CSc1nnc(-c2c[nH]c3ccccc23)o1 (centres undefined),0.35,6,0.59,-0.8,1.0,18,100,79*,-131
CON(C)c1nc(OCCNC(=O)OCc2ccc(Cl)cc2Cl)nc(N(C)C)n1,0.41,2,-0.51,-0.1,0.4,8,104,-26,-9
COCc1cc(C)nc(NC2CCCCC2)c1C#N,2.3,-2,-1,-1.1,0.3,15,79,.,3
Cc1nc2sc(C(c3cccs3)N3CCN(c4ccccc4)CC3)c(O)n2n1 (centres undefined),-0.11,4,0.0084,0.2,0.1,8,100,-15,12
COc1ccc(OC)c(C2CC(=O)N3CN(c4ccccc4)CSC3=C2C#N)c1 (centres undefined),-0.44,-4,0.057,-0.2,0.8,11,109,-29,0

# Looked up one by one from above, 5 records:
SMILES,M1 ag,Jurkat tox 60K,M1 antagonist,S1P3 ag,HTR1E agonist,HEK293 NFkB inh,HER2 expr 66K,S1P1 ag pot,HTR1E antagonist
O=C(Cn1cnc2c(cnn2-c2ccc(F)cc2)c1=O)N1CCCc2ccccc21,-1.9,-1,0.48,-0.1,1.1,1,80,-1,1
CN(CC(=O)NC1CCCCC1)S(=O)(=O)c1ccc(Cl)cc1,0.0072,5,0.34,-0.6,0.3,22,97,.,-7
CC1CN(C(=O)N[C@@H](Cc2ccccc2)C(=O)O)CC(C)O1 (some centres undefined),-0.055,-4,0.52,-1.5,0.1,17,107,13,-4
Cc1cc(C)nc(N(C#N)CCOc2ccccc2)n1,-0.036,2,0.073,-0.1,0.7,9,89,.,-2
COCCNc1oc(-c2ccc(Cl)cc2)nc1C#N,-0.2,.,-0.34,-2.6,0.5,.,121,1,-5

# Screening data as filed in PubChem.
